miR-122 sensor: miR-122 Renilla sensor signal increase in Huh7, primary screen, miR-122 inhibitor project, cell-based, single point, plate reader; Huh7 miR-122 Renilla luciferase sensor, 48 h; neutral wells = 0, positive control = 100; activation (reporter increase), % at 12.5 µM; hit rate 0.3% among 340,000;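 active = mean replicate activation score at least 90 and every replicate individually at or above 90; inconclusive = only one of the two criteria met; inactive = neither criterion met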;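 also: higher luciferase means less miR-122 activity so hits act as miR-122 inhibitors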
ERp5 block: inhibitors of ERp5-driven insulin aggregation, primary screen, biochemical, turbidity, absorbance 650 nm, single point | Protein disulfide-isomerase A6 (Homo sapiens), Q15084 | 90 min | inhibition, % at 9.99 µM | hit rate 0.05% among 350,000 | AID 651711, 2012;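 active = mean replicate inhibition above about 25%, with every replicate also reaching it, limit read from the data, passing the limit was not always enough; inconclusive = only one of those two criteria met; inactive = neither criterion met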
Target sequence (Q15084 whole entry, looked up): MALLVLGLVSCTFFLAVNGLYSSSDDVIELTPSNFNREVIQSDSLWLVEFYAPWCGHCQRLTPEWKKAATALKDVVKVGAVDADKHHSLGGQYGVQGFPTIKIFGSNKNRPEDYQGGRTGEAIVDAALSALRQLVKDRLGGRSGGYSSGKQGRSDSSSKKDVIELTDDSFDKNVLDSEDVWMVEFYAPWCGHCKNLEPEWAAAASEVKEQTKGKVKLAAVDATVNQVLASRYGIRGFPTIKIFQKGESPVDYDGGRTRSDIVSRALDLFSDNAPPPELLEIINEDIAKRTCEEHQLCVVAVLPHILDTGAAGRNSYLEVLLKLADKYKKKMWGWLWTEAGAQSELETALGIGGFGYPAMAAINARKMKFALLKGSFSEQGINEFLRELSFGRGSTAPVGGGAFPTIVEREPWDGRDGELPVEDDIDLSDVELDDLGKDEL
ARNT TACC3 PPI: disruptors of ARNT/TACC3 protein interaction, primary screen, biochemical, AlphaScreen, single concentration; inhibition, % at 9.99 µM; Transforming acidic coiled-coil-containing protein 3 (Homo sapiens), Q9Y6A5; AlphaScreen His-ARNT PAS-B/GST-TACC3 binding, luminescence; TACC3 fragment carries E629A point mutation; hit rate 0.66% among 390,000; AID 623870, 2012;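 active = mean inhibition of replicates at least 50% and at least half of replicates each reaching 50%; inconclusive = half or more replicates reach 50% but mean below 50%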;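 also: 0% = complete ARNT plus TACC3 wells and 100% = ARNT alone without TACC3; many hits fall short of the cut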
Cneo AK release: Cryptococcus neoformans cell lysis inducers, primary screen, AK release luminescence, single concentration. C. neoformans lysis, adenylate kinase release luminescence, 4 h; normalised: neutral wells 0, clomiphene wells 100. lysis activity, % at 15 µM. hit rate 0.2% among 360,000. AID 651654, 2012;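 active = mean lysis activity across replicates of at least 80%, whatever share of replicates individually reach that level; inactive = mean lysis activity below 80%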
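Assay system: log-phase C. neoformans yeast / Quantity: yeast cell density of 5 × 10^6 cells/mL / Medium: fresh YPD growth medium / Compound: single dose / Timing: static 4 h at 37 °C with compound, 1 h detection / Measured by: adenylate kinase release luminescence / Read-out: lysis from increased AK signal / Benchmarks: Clomiphene as positive lysis control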
Statin myotox sup: suppressors of statin myotoxicity in C2C12 myotubes, primary screen, cell-based, single point, plate reader. C2C12 myotubes + simvastatin, ATP luminescence, 48 h; scaled: DMSO 0, geranylgeraniol control 100. rescue of ATP level, % at 7.49 µM. hit rate 0.78% among 330,000. AID 602340, 2012;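 active = mean ATP rescue above about 67%, or every replicate alone reaching that limit, limit read from the data, passing the limit was not always enough; inconclusive = no clear call, values can overlap the other calls; inactive = mean under the limit and some replicate under it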;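 also: myotubes were challenged with 10 µM simvastatin during compound exposure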
SIRT5 inh: SIRT5 desuccinylase inhibitors, primary screen, biochemical, fluorescence imaging, single point, set 5; NAD-dependent protein deacylase sirtuin-5, mitochondrial (Homo sapiens), Q9NXA8; Purified SirT5, succinyl-peptide AMC, trypsin-coupled fluorescence; inhibition, % at 15 µM; hit rate 1.1% among 330,000; in the data active = inhibition above about 15%; inconclusive = no clear call, values can overlap the other calls
Target sequence (Q9NXA8 whole entry, looked up): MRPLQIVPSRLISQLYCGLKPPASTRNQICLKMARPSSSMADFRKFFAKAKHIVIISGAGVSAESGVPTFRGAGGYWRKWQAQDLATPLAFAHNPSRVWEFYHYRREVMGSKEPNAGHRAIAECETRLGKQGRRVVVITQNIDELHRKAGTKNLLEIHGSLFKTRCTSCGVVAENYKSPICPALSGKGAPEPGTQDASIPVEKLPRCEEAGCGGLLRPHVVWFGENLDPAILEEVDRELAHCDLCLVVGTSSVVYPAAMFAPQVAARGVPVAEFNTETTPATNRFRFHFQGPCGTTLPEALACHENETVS
esBAF inh: Bmi1 luciferase reporter increase in mESCs, primary screen, esBAF inhibitor project, mouse ES cells, Bmi1 luciferase knock-in, single point; reporter increase, % at 12.5 µM; 24 h; 100% = twice the neutral-well signal; hit rate 2% among 350,000; AID 602393, 2012; in the data active = activation above about 40%; inconclusive = no clear call, values can overlap the other calls;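 also: 0% = median of the plate's neutral control wells and 100% = double that signal; a rise in the Bmi1 reporter signal indicates esBAF inhibition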
* hit, by the source's call; ? = inconclusive; · = no result given; [ ] = another dose, or the depositor's remark.

SMILES	miR-122 sensor	ERp5 block	ARNT TACC3 PPI	Cneo AK release	Statin myotox sup	SIRT5 inh	esBAF inh
C[C@@H]1CN([C@H](C)CO)C(=O)c2cc(C3=CCCC3)cnc2O[C@H]1CN(C)Cc1ccc(F)cc1	10[16.7 µM]	2	8	2	6	-1	-1
O=C(CCC(=O)Nc1ccccc1Cl)NNC(=O)Nc1cccc([N+](=O)[O-])c1	5	10	-2	-1	·	-1	·
CCOC(=O)c1cnn(-c2nc(-c3ccc(F)cc3)cs2)c1C(F)(F)F	-2	·	-11	0	14	·	-1
Cc1ccccc1OCC(=O)OCC(=O)NCc1ccc2c(c1)OCO2	·	-4	-3	1	1	-1	-4
COc1ccc(NC(=O)N(C)C[C@H]2Oc3c(NC(=O)C4CCCCC4)cccc3C(=O)N([C@@H](C)CO)C[C@H]2C)cc1	-13[16.7 µM]	8	-3	2	?	-2	-4
O=S(=O)(c1ccccc1F)N1CCCCN2[C@@H](CO)[C@@H](c3ccc(-c4cccnc4)cc3)[C@@H]2C1	-3[16.7 µM]	-3	8	1	·	-6	·
COc1ccccc1NC(=O)c1ccc(COc2ccccc2OC)cc1	·	3	-4	·	-10	-3	6
O=C(Nc1ccc(C(=O)N2CCCCC2)cc1)Nc1cccc(Cl)c1	19	2	-6	-8	-31	1	86*
CN(C)c1ccc(CNC(=O)/C=C/[C@H]2O[C@@H](n3cnc4c(NC(=O)c5ccccc5)ncnc43)[C@H](O)[C@@H]2O)cc1	-1	4	·	-2	-6	-1	-2
COc1ccccc1N1CCN(C(=O)c2ccc(N3CCCCS3(=O)=O)cc2)CC1	-1	0	-2	1	8	7	4
C[C@@H]1CN([C@@H](C)CO)C(=O)c2cc(NC(=O)c3ccncc3)ccc2O[C@H]1CN(C)CC1CCCCC1	0[16.7 µM]	1	-4	1	40	-2	0
CCCc1cc(NCCCN(C)C)n2c(nc3ccccc32)c1C#N	-12	-3	26	-3	0	-22	-45
C[C@@H]1CN([C@@H](C)CO)C(=O)CCCn2cc(nn2)CO[C@@H]1CN(C)Cc1ccc2cccnc2c1	-3[16.7 µM]	·	·	·	11	·	-4
O=C(O)c1nn(CCOc2c(Cl)cccc2Cl)c(=O)c2ccccc12	·	2	-28	-8	11	-2	-12
COc1cccc(NC(=O)N(C)C[C@@H]2OCc3ccccc3-c3c(n(C)c4ccccc34)C(=O)N([C@@H](C)CO)C[C@@H]2C)c1	·	2	17	2	12	5	8
CCCCn1c(N)c(N(CCC(C)C)C(=O)COC(=O)c2ccccc2)c(=O)[nH]c1=O	·	1	-7	·	·	-1	·
C=CCn1c(-c2ccoc2)n[nH]c1=S	0	·	6	0	20	·	0
O/N=C(\c1ccc2c(c1)OCCO2)C1CCCCC1	0	·	-12	2	21	·	8
C[C@@H]1CCCCO[C@@H](CN(C)CC2CCCCC2)[C@@H](C)CN([C@@H](C)CO)C(=O)c2cc(NS(=O)(=O)c3cn(C)cn3)ccc2O1	11[16.7 µM]	5	2	0	-9	-2	0
COCCN(C(=O)COC(=O)C1CCC(C(C)(C)C)CC1)c1c(N)n(Cc2ccccc2)c(=O)[nH]c1=O (stereo unspecified)	-10	-6	-2	-2	-10	-6	-23
COc1ccc(C(CNC(=O)CCOc2ccccc2)N(C)C)cc1 (stereo unspecified)	-21	·	0	-1	3	·	6
COCC(C)n1c(C)cc(C(=O)CSc2nnnn2C2CCCC2)c1C (stereo unspecified)	·	-3	·	-3	-1	-7	-15
CCc1nnc(NC(=O)CCC(=O)Nc2ccc(Cl)cc2)s1	·	-3	-5	·	·	-3	·
O=C(NC[C@@H]1[C@@H](c2ccccc2)[C@@H](CO)N1C(=O)Cc1cccnc1)C1CC1	14[16.7 µM]	-5	4	-18	-15	17*	-10
Cc1ccc(S(=O)(=O)N2CC[C@@H]2C(=O)O)cc1	8	-3	·	28	·	-1	·
SMILES	miR-122 sensor	ERp5 block	ARNT TACC3 PPI	Cneo AK release	Statin myotox sup	SIRT5 inh	esBAF inh
CCN(CC)S(=O)(=O)c1ccc(N2CCOCC2)c(NC(=O)COc2ccccc2C)c1	2	-13	0	-4	-12	1	1
Cc1ccccc1NC(=O)CSCc1cc(=O)n2ccsc2n1	-2	-8	-7	5	0	-4	8
Cc1cccc(NC(=O)CSCC(=O)Nc2cc(C(F)(F)F)ccc2N2CCOCC2)c1	5	9	·	0	2	2	-2
O=C(CCSc1ccc(Cl)cc1)NN=C1CCCCCC1	·	2	1	·	·	-6	·
CCCCCCC1CCC(c2nc(-c3ccncc3)no2)CC1 (stereo unspecified)	-10	·	-11	5	-11	·	3
Cc1nc(-c2ccc(S(=O)(=O)Oc3ccc(Cl)cc3Cl)s2)cs1	8	0	-2	5	-18	-1	6
Cc1noc(C)c1S(=O)(=O)Nc1ccc2c(c1)C(=O)N([C@@H](C)CO)C[C@H](C)[C@H](CN(C)S(=O)(=O)c1ccccc1)OCCCC[C@H](C)O2	5[16.7 µM]	5	-5	-4	·	1	-3
Cc1c(C(=O)c2no[n+]([O-])c2C(=O)c2cnn(C)c2C)cnn1C	·	·	-9	1	-224	·	-60
Cc1ccc(C)c(OCCC(=O)N2CCN(S(=O)(=O)c3cc(C)ccc3C)CC2)c1	-16	-3	1	-7	-12	1	1
COc1ccc(S(=O)(=O)N2CCN(C(=O)C3CCCO3)CC2)cc1 (stereo unspecified)	·	0	-5	4	7	0	-4
CN(C)CCCNC(=O)C[C@H]1C=C[C@@H](NC(=O)Cc2cccnc2)[C@H](CO)O1	0[16.7 µM]	-2	12	-1	-16	2	1
C[C@@H]1CN([C@H](C)CO)C(=O)Cc2cc(NC(=O)NC3CCCCC3)ccc2O[C@@H]1CN(C)C(=O)Nc1ccc(F)cc1	-8[16.7 µM]	-1	-1	0	3	-1	-4
CCCn1c(N/N=C\C=C\c2ccccc2)nc2c1c(=O)[nH]c(=O)n2C	·	-5	3	·	·	-1	·
Cc1ccc([N+](=O)[O-])cc1NC(=O)c1ccoc1C	-7	·	-1	0	-17	·	20
CCCCCc1nc(-c2nonc2N)no1	2	·	-1	5	0	·	2
CCOC(=O)C1(C)CCN1C(=O)c1ccccc1Br (stereo unspecified)	-4	6	·	1	-1	-2	-7
COC(=O)N/C(C)=C1/NC(=O)c2ccccc2C(c2ccccc2)N1 (stereo unspecified)	-4	·	-12	2	26	·	4
O=C1CCCC2=C1C(c1cn(-c3ccccc3)nc1-c1cccs1)c1c([nH]c(=O)[nH]c1=O)N2 (stereo unspecified)	13	·	6	-6	1	·	4
CCOC(=O)C1(CCOc2ccccc2)CCN(CCCn2cccn2)CC1	2	3	7	·	·	-3	·
O=C(Nc1ccc(F)cc1)N[C@H]1CC[C@@H](CCNS(=O)(=O)c2ccccc2F)O[C@H]1CO	·	0	-4	-3	-1	-1	3
O=C(C[C@@H]1C[C@H]2c3cc(NS(=O)(=O)c4ccc(F)cc4)ccc3O[C@H]2[C@@H](CO)O1)NCc1ccccc1	4[16.7 µM]	5	-3	-1	12	1	-6
CCOc1ccc(NC(=O)CN(C)C(=O)c2cc(-c3ccco3)nc3ccccc23)cc1OCC	-5	-1	1	-4	3	-1	-1
CCOC(=O)c1sc(SCc2ccccc2)c2c1CC(C)(C)CC2=O	·	2	2	0	1	-4	-10
O=S(=O)(NCCc1ccncc1)c1ccccc1	58	·	-11	4	-11	·	-4
C[C@H]1CN([C@@H](C)CO)C(=O)c2ccccc2-c2ccccc2CO[C@@H]1CN(C)C(=O)Nc1ccnc(N2CCOCC2)c1	·	-2	10	-4	-2	1	-2

The last 2 compounds of the part before open the next one.
SMILES	miR-122 sensor	ERp5 block	ARNT TACC3 PPI	Cneo AK release	Statin myotox sup	SIRT5 inh	esBAF inh
O=S(=O)(NCCc1ccncc1)c1ccccc1	58	·	-11	4	-11	·	-4
C[C@H]1CN([C@@H](C)CO)C(=O)c2ccccc2-c2ccccc2CO[C@@H]1CN(C)C(=O)Nc1ccnc(N2CCOCC2)c1	·	-2	10	-4	-2	1	-2
C=C(C)Cn1c(CCNC(=O)c2ccco2)nc2ccccc21	10	5	-3	4	3	·	-2
COc1cccc(NC(=O)c2cc([N+](=O)[O-])ccc2NCc2cccnc2)c1	7	·	-5	2	·	·	·
CNC(=O)C[C@H]1CC[C@@H]2[C@@H](COc3ccc(NC(=O)c4cccs4)cc3C(=O)N2C)O1	25[16.7 µM]	·	4	1	13	·	-8
COCC1=C(C(=O)OC)C(c2ccco2)n2ncnc2N1 (stereo unspecified)	-9	-3	·	2	-2	0	-7
Cc1ccc(C)c(NC(=O)Cn2nc(C)c3ccccc3c2=O)c1	-10	·	-5	-2	1	·	3
CCN1CCCC1CNC(=O)Cn1cc(C)c(=O)[nH]c1=O (stereo unspecified)	0	0	0	-1	-6	1	-1
OCCC1CN(Cc2ccc(F)cc2)CCN1CCCc1ccccc1 (stereo unspecified)	3	6	-5	-1	8	0	-4
CCCn1nc2cc(C(=O)NCc3ccc(OC(F)(F)F)cc3)ccc2c1OCC	·	-1	-6	-1	6	-4	1
Cc1ccccc1Nc1nc(N)nc(COC(=O)/C=C/c2ccco2)n1	·	-3	-8	·	·	-2	·
CC(C)c1ccc(S(=O)(=O)N(C)C2(C)CCS(=O)(=O)C2)cc1 (stereo unspecified)	·	-10	-5	-1	-1	-3	-1

Six entries from above, as a markdown table:
| structure | miR-122 sensor | ERp5 block | ARNT TACC3 PPI | Cneo AK release | Statin myotox sup | SIRT5 inh | esBAF inh |
| --- | --- | --- | --- | --- | --- | --- | --- |
| O=C(NC[C@@H]1[C@@H](c2ccccc2)[C@@H](CO)N1C(=O)Cc1cccnc1)C1CC1 | 14[16.7 µM] | -5 | 4 | -18 | -15 | 17* | -10 |
| Cc1ccc(S(=O)(=O)N2CC[C@@H]2C(=O)O)cc1 | 8 | -3 | · | 28 | · | -1 | · |
| CCN(CC)S(=O)(=O)c1ccc(N2CCOCC2)c(NC(=O)COc2ccccc2C)c1 | 2 | -13 | 0 | -4 | -12 | 1 | 1 |
| Cc1ccccc1NC(=O)CSCc1cc(=O)n2ccsc2n1 | -2 | -8 | -7 | 5 | 0 | -4 | 8 |
| Cc1cccc(NC(=O)CSCC(=O)Nc2cc(C(F)(F)F)ccc2N2CCOCC2)c1 | 5 | 9 | · | 0 | 2 | 2 | -2 |
| O=C(CCSc1ccc(Cl)cc1)NN=C1CCCCCC1 | · | 2 | 1 | · | · | -6 | · |
